CTSL1 counter: cathepsin L1 inhibition, PFM18AAP counter-screen; recombinant F. hepatica cathepsin L1, Z-Leu-Arg-MCA fluorescence; inhibition, % at 5.96 µM; 300,000 compounds, 0.49% hits; AID 1906;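 active means inhibition above the mean of all tested compounds plus 3 SD, set per screening campaign, cut at about 17% in these data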;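 further: 0% = plate median of test compound wells and 100% = 1 µM Z-Phe-Ala-diazomethylketone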
TPT1 inh: blocks Candida albicans tRNA 2'-phosphotransferase. recombinant caTPT1, FP RNA substrate dephosphorylation. AID 1962. inhibition, % at 5 µM. 300,000 compounds, 0.81% hits;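 active means inhibition above the mean of all tested compounds plus 3 SD, set per screening campaign, cut at about 24% in these data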;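 further: plate controls were DMSO alone for no effect and ferristatin control at 100 nM for full effect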
PAFAH2 inh: PAFAH2 (human) inhibition. recombinant PAFAH2, FP-rhodamine activity probe, fluorescence polarization. inhibition, % at 3.39 µM. 340,000 compounds, 0.99% hits. Q99487;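 active means inhibition above the mean over all tested compounds plus 3 SD, cut at about 30% in these data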;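 further: inhibitors block probe labeling of enzyme so polarization drops; 0% = enzyme with DMSO and 100% = wells lacking PAFAH2 protein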
AHR activator: human AHR activation; P35869; 320,000 compounds, 2.5% hits; AID 2796; activation, % at 5 µM; AHR-responsive luciferase reporter cells, luminescence; in the data active means activation above about 47%;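 further: 0% = vehicle wells and 100% = reference agonist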
procasp3 activ: activators of human procaspase-3; recombinant procaspase-3 D3A, Ac-DEVD-pNA absorbance 405 nm; activation, % at 8.5 µM; AID 463141; 330,000 compounds, 0.11% hits;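 active means activation above the mean of all tested compounds plus 3 SD, cut at about 21% in these data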;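 further: 0% = DMSO alone and 100% = DMSO wells spiked with extra 5 µM PC-3 D3A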
Target sequence (P42574 whole entry D9A/D28A/D175A): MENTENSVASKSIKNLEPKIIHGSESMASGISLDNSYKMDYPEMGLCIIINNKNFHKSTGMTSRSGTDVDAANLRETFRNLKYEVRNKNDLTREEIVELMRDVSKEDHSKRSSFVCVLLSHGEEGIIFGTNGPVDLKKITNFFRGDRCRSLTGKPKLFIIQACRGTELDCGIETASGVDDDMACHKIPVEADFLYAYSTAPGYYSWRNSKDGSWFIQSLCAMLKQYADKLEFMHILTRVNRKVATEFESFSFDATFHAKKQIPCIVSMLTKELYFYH
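Technique: 405 nm absorbance of p-nitroaniline, reads at 0 and 120 min; Test system: Procaspase-3 D3A mutant; Incubation: 1 h enzyme-compound preincubation, then 2 h substrate reaction, 25 °C; Repeats: singlicate, each compound tested once; Benchmarks: low control DMSO wells, high control DMSO plus 5 µM PC-3 D3A.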
proCasp7 act: counter-screen for procaspase-3 activators: activators of human procaspase-7; 330,000 compounds, 0.093% hits; activation, % at 8.5 µM; P55210; recombinant procaspase-7, Ac-DEVD-pNA absorbance 405 nm; D23A/D198A/D206A triple mutant, cannot self-cleave; scale: DMSO 0, 5 µM enzyme 100;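 active means percent activation above the screen-wide mean plus 3 SD, cut at about 25% in these data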
Target sequence (P55210 whole entry D23A/D198A/D206A): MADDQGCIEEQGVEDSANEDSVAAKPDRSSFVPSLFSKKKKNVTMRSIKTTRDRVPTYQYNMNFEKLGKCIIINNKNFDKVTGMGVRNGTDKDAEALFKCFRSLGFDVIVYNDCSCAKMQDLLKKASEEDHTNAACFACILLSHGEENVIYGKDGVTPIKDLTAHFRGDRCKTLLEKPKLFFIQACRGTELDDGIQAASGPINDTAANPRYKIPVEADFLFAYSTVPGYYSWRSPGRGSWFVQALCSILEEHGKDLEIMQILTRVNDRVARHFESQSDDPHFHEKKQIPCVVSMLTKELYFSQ
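Assay system: Uncleavable procaspase-7 mutant enzyme / Input: 2 µM procaspase-7 mutant as dispensed / Dosing: single nominal 8.5 µM compound dose, 0.8% DMSO final / Timing: 1 h enzyme–compound preincubation and 2 h substrate reaction, both 25 °C / Detection: p-Nitroaniline absorbance at 405 nm, read at 0 and 120 min / Replication: singlicate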
HCV core dimer: HCV core protein dimerization inhibition; TR-FRET GST/Flag-core106 dimerization, 1536-well; inhibition, % at 5 µM; 300,000 compounds, 0.33% hits; AID 1899;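 active means inhibition above the mean of all tested compounds plus 3 SD, set per screening campaign, cut at about 45% in these data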
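Assay system – GST-tagged and Flag-tagged HCV core protein residues 1-106 · Quantity – core106 proteins, GST 13.5 nM and Flag 17 nM · Benchmarks – unlabelled core106 and no-GST-core106 wells · Read-out basis – percent inhibition of core106 dimerization signal · Detection – time-resolved FRET, ex 340 nm, em 617 and 671 nm · Schedule – 4 h at 22.5 °C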
PP5 inh: inhibitors of human protein phosphatase 5 (PP5); purified PP5c, OMFP substrate fluorescence; inhibition, % at 6.7 µM; 320,000 compounds, 0.18% hits; P53041;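 active means inhibition above the campaign's mean inhibition across all tested compounds plus 3 SD, cut at about 9.5% in these data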;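 further: 0% = DMSO only and 100% = 100 µM cantharidin control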
Target sequence (P53041 whole entry, looked up): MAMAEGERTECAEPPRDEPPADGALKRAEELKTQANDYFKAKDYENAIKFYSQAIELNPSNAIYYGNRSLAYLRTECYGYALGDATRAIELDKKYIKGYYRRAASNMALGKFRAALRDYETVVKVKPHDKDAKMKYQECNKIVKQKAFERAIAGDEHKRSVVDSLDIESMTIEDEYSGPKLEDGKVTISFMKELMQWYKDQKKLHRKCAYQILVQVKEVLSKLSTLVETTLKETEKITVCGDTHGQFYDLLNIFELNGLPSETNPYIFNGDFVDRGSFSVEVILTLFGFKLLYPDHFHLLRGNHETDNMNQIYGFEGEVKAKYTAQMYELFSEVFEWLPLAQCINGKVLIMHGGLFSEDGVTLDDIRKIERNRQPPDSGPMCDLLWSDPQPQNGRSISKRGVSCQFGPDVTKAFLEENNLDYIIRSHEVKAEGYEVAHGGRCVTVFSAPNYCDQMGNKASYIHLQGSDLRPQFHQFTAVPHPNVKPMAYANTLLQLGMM
PP1 inh: counter-screen for PP5 inhibitors: inhibitors of human PP1-alpha; P62136; purified PP1alpha, OMFP fluorescence; inhibition, % at 6.7 µM; 320,000 compounds, 0.9% hits; AID 2235;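 active means inhibition above the mean inhibition of all tested compounds plus 3 SD, computed separately for each screening campaign, cut at about 15% in these data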
Numbers without * were called inactive; · = not tested or not shown. An unsorted share of the library. Share with any hit: about 5.6%.

SMILES	CTSL1 counter	TPT1 inh	PAFAH2 inh	AHR activator	procasp3 activ	proCasp7 act	HCV core dimer	PP5 inh	PP1 inh
CCCCCCCCCCCCN1C/C(=C\C(=O)OCC)c2ccccc2S1(=O)=O	7	0	-3	-1	0	4	-4	0.5	-2
CCNc1cc(N2CCCC2)ccc1[N+](=O)[O-]	7	5	1	2	-7	-14	-10	-0.3	-4
O=C(NCCc1nnc2ccc(N3CCCC3)nn12)c1ccccc1	1	-3	-5	0	-2	-1	-4	0.1	-2
O=c1c2ccccc2nc(-c2ccccc2)n1O	-3	-4	-4	2	2	-5	-1	3.4	-1
CCc1cc(-c2n[nH]c(C)c2-c2ccccc2Cl)c(O)cc1OC	1	-4	5	6	3	4	-2	4.4	0
C/C(=N/OCC(=O)Nc1ccc(C)cc1C)c1cccs1	0	-3	5	2	-10	0	4	2.5	2
CN(c1ccc(O)cc1)c1nc(O)c(C2=c3ccccc3=NC2=O)s1	-4	-1	2	13	-4	-9	-4	5.0	5
CCN(CC)c1ccc(C=C2C(=O)OC(c3ccccc3)OC2=O)cc1 (stereo not given)	-3	6	-5	-2	-4	-2	5	3.0	1
O=[N+]([O-])c1ccccc1CN1CCN(S(=O)(=O)c2ccccc2)CC1	-1	3	4	1	-2	-3	2	-0.4	-4
COc1ccc(C2CC(c3ccc(OC)cc3)n3nc(NS(C)(=O)=O)nc3N2)cc1 (stereo not given)	-1	0	-7	1	-9	11	-2	-1.9	0
CCOc1ccc(-c2cc(C(=O)NCCCn3ccnc3)c3ccccc3n2)cc1	0	0	2	17	1	-1	2	-0.8	3
Cc1cccc(NC2=C/C(=N/S(=O)(=O)c3cccs3)c3ccccc3C2=O)c1	54*	1	14	11	-5	2	-3	3.3	-1
COC(=O)c1cc(S(=O)(=O)N2CCCCCC2)c[nH]1	-1	-1	5	-1	5	0	-1	-2.0	-4
CN(C)c1nc(-c2cn(CCC#N)c3ccccc23)cs1	0	-14	-4	62*	-10	-2	0	1.9	3
COc1ccc(C(=O)NNC(=O)c2cnccn2)cc1[N+](=O)[O-]	0	0	-10	0	0	1	4	1.8	-5
COc1ccccc1-n1c(C)nnc1SCC(=O)NCc1ccccc1	0	-3	-5	0	7	4	2	-0.7	-3
COc1ccccc1NCc1nnc(-c2ccccc2)o1	-1	0	3	35	3	-1	5	5.2	-1
Cc1c(C#N)c(O)n(CCO)c(=O)c1N=Nc1ccc2c(c1)COC2=O	8	11	-3	-1	-11	2	-7	-0.3	0
CCC(C)Sc1ccc([C@@H]2[C@@H]3C(=O)N(C)C(=O)[C@@H]3[C@]3(C(=O)OC)CCCCN23)cc1 (stereo not given in full)	-1	-3	-1	-7	-3	-8	-4	7.2	-1
O=c1[nH]cccc1-c1nc2ccccc2n1Cc1ccccc1F	-1	-2	-4	0	10	-5	-1	-0.1	-4

The final 5 compounds of the section before lead into the next.
SMILES	CTSL1 counter	TPT1 inh	PAFAH2 inh	AHR activator	procasp3 activ	proCasp7 act	HCV core dimer	PP5 inh	PP1 inh
COc1ccccc1-n1c(C)nnc1SCC(=O)NCc1ccccc1	0	-3	-5	0	7	4	2	-0.7	-3
COc1ccccc1NCc1nnc(-c2ccccc2)o1	-1	0	3	35	3	-1	5	5.2	-1
Cc1c(C#N)c(O)n(CCO)c(=O)c1N=Nc1ccc2c(c1)COC2=O	8	11	-3	-1	-11	2	-7	-0.3	0
CCC(C)Sc1ccc([C@@H]2[C@@H]3C(=O)N(C)C(=O)[C@@H]3[C@]3(C(=O)OC)CCCCN23)cc1 (stereo not given in full)	-1	-3	-1	-7	-3	-8	-4	7.2	-1
O=c1[nH]cccc1-c1nc2ccccc2n1Cc1ccccc1F	-1	-2	-4	0	10	-5	-1	-0.1	-4
CC(=O)Nc1scc(C)c1-c1nc2ccccc2s1	1	5	-3	43	-4	1	9	-2.1	1
Fc1ccccc1Cn1nnc(-c2ccc3c(c2)OCO3)n1	-5	-1	1	18	5	14	-5	2.3	0
CCCCC(CC)Cn1c(N)c(C#N)c2nc3ccccc3nc21 (stereo not given)	1	1	12	6	-4	2	0	0.1	2
O=c1c(Cl)c(Cl)cnn1Cc1ccc(F)cc1	-3	-1	-1	2	4	6	-63	2.3	-3
COc1cc(/C=N/NC(=O)c2cccnc2)ccc1OCC(=O)Nc1ccc(C)cc1	-2	3	-4	33	3	3	-5	1.5	1
COC(=O)c1scc(C)c1NC(=O)CSc1ccc(Cl)cc1	1	2	5	-1	-2	11	-3	4.4	1
COc1cc(OC)cc(C(=O)NC(=S)N(Cc2ccccc2)C(C)C)c1	4	1	6	9	-6	-13	-1	0.3	1
COc1ccc(NC(=O)C(NC(=O)Cc2cccs2)c2ccccc2)cc1 (stereo not given)	-20	-2	-4	0	0	-4	-1	3.6	1
COCC(=O)N1CCC(Oc2ccc(C(=O)N3C[C@H]4CC[C@H]3C4)cc2)CC1	-5	-4	4	0	9	3	4	0.0	-4
C=CCn1c(CSCc2ccccc2)nnc1SCC(=O)N1CCN(c2ccccc2)CC1	-2	2	-5	-2	8	8	11	2.2	-1
COc1cccc(N2CCN(c3ccc4nnc(CCC(=O)Nc5cc(C)ccn5)n4n3)CC2)c1	3	0	3	2	0	0	8	0.2	-3
COc1ccc(/C=N/Nc2nc(-c3cccc(S(=O)(=O)N4CCCC4)c3)cs2)c(OC)c1	0	3	-3	-3	-9	-3	28	2.2	1
COC(=O)C1=C(C)N(CCc2ccc(OC)cc2)C(=O)C1	0	4	3	-4	0	-8	4	1.9	-1
O=C(CC(=O)N1CCN(c2ccccn2)CC1)Nc1ccc2nc3n(c(=O)c2c1)CCCCC3	-1	-3	-2	1	7	-3	-8	-0.7	-1
CCOC(=O)N1CCN(c2ccnc3cc(Cl)ccc23)CC1	1	1	-14	-8	-8	0	-9	1.4	0
O=C(O)C1C2C=CC(C2)C1C(=O)NCCCc1ccccc1 (stereo not given)	-2	0	-10	-3	4	12	-1	1.0	-1
CC(C)[C@H](NC(=O)OCc1ccccc1)C(=O)OCc1ccccc1	-2	-2	3	-2	8	3	7	2.5	6
CN1/C(=C\C(=O)COC(=O)c2ccc(O)cc2)C(C)(C)c2ccccc21	10	6	52*	3	-6	-2	-5	-0.3	-1
CC(C)CNC(=O)[C@H](Cc1ccccc1)NC(=O)c1cccs1	1	0	3	0	2	-7	0	3.5	-4
CC(C)C12CN3CCN(CC(C3)/C1=N\NC(=O)Nc1ccccc1)C2	0	0	-5	3	2	-11	-6	1.1	2
Cc1ncccc1C(=O)N1CCCC(CNC(=O)C2(c3ccc(Cl)cc3)CC2)C1 (stereo not given)	-2	-2	0	-1	-3	9	-2	1.0	-2
Cc1ccc(NC(=O)COc2ccccc2C#N)cc1S(=O)(=O)N1CCCCCC1	·	·	-6	0	4	-8	·	3.4	4
COC(=O)c1cc(C(=O)NCCCN2CCOCC2)cc([N+](=O)[O-])c1	0	0	-5	-2	5	-1	-2	-0.2	-3
COc1ccc(OCCC(=O)OCC(=O)NC2CCCCCCC2)cc1	-21	-1	-7	11	5	1	-1	0.6	0
O=C(NN=C(Cc1ccccc1)Cc1ccccc1)c1ccccc1O	0	-2	·	13	7	3	1	-0.8	-3
Cc1cccc(SCc2noc(C(=O)NCC3CCCO3)c2C(=O)O)c1 (stereo not given)	3	-2	11	1	9	0	9	1.5	-5
CC(=O)c1ccc(NC(=S)NC(=O)Cc2ccc(Cl)cc2)cc1	1	1	10	1	1	-1	2	-0.5	3
Cn1cc([N+](=O)[O-])c(C(=O)N2CCCCCC2)n1	-3	-1	-6	-2	1	5	-5	-0.5	-3
N#CCCSc1nc(N2CCOCC2)c2c(c1C#N)CCCC2	1	-4	3	0	4	9	4	3.7	1
COc1cc(NC(=O)CN2CCN(C(=O)C3CCCO3)CC2)c(OC)cc1Cl (stereo not given)	4	4	-1	-1	4	-1	1	2.2	-4
COC(=O)c1c(C)nsc1NC(=O)Oc1ccccc1	3	0	6	5	0	6	-6	2.9	-4
COc1ccccc1CNC(=O)[C@@H]1CCCN1C(=O)[C@@H]1Cc2ccccc2CN1C(=O)OC(C)(C)C	8	-2	0	4	3	-9	-10	1.4	0
c1ccc(Sc2cnc3ccccc3n2)cc1	-1	-1	-5	2	-5	-6	11	4.1	-4
OCC1(CC2CCCCO2)CCN(Cc2cccc(O)c2)CC1 (stereo not given)	0	2	2	-1	7	7	0	0.6	1
CC1CC(=O)N(CC(=O)Nc2cccc(Cl)c2)c2ccccc2S1(=O)=O (stereo not given)	-2	3	-6	4	-3	1	-8	3.1	-2
CCc1ccc(C(=O)NC(C(=O)NCC2CCCO2)C(C)C)cc1 (stereo not given)	6	3	6	4	10	6	2	1.1	1
CCOC(=O)/C=C1\SCC(=O)N1CC(=O)Nc1ccc(OC)c(OC)c1	-1	6	-1	19	-3	0	7	3.8	4
CCOCCCNC(=O)c1cn(CC)c2ccc(S(=O)(=O)N3CCOCC3)cc2c1=O	9	0	8	0	-1	-3	-19	1.1	-5
CCC(C)(C)C1CCc2[nH]nc(C(=O)NC(C)C)c2C1 (stereo not given)	3	-1	2	-8	-3	-5	6	0.9	2
Cc1noc(C)c1CN1C(=O)NC(Cc2ccccc2)(Cc2ccccc2)C1=O	0	-4	-1	-2	-4	-8	-3	0.2	0
O=C(NNC(=O)c1cc(OCC(F)(F)F)ccc1OCC(F)(F)F)c1cccc(C(F)(F)F)c1	3	1	3	12	-2	-9	-8	6.3	4
COc1cc(-c2cc(=O)c3c(O)cc(O)cc3o2)ccc1O	-1	0	·	-2	-2	-8	-10	6.4	-1
Cc1ccc(S(=O)(=O)N2CCN(c3ccc([N+](=O)[O-])c(NCCN4CCOCC4)c3)CC2)cc1	1	-1	3	-1	-15	-11	5	4.1	0
N#Cc1nc(Cc2ccccc2)oc1N1CCC(C(N)=O)CC1	-3	-5	4	0	-1	1	0	1.5	-2
CC(=O)N1CCN(Cc2nc3cc(NC(=O)c4ccccc4Cl)ccc3n2C)CC1	-1	0	1	1	2	-6	3	-0.6	0
COc1ccc(-c2cc(C(=O)NCC3CCCO3)c3cc(C)ccc3n2)cc1 (stereo not given)	3	2	-4	6	5	7	1	0.4	-3
O=C(O)CC(NCc1ccco1)C(=O)Nc1cccc(O)c1 (stereo not given)	-4	1	-7	0	-11	2	-1	-1.4	1
CCN(CC(=O)Nc1cc(C)on1)CC(=O)Nc1ccccc1C(F)(F)F	·	·	0	0	11	11	·	-0.5	-6
N#Cc1ccc(CN2CCN(C(=O)c3cc(C4CC4)nn3-c3ccccc3)CC2)cc1	·	·	-4	11	7	-4	·	0.6	4
CCOC(=O)N/N=C/c1c(F)cccc1F	-6	-2	0	-1	6	-5	-14	0.4	-1

Bioassay records: PubChem, The Scripps Research Institute Molecular Screening Center
